EIF4E inhibitors – inhibitors of EIF4E gene expression, primary screen, cell-based, HT1080, luciferase reporter (AID 1224817); HT1080 EIF4E-luc2 knock-in reporter, luciferase, 16 h; hits give low values; log2 luciferase activity ratio at 2.5 µM; 1% of 2,000 active;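 active = log2 luciferase ratio at or below -0.5849, meaning signal at two thirds of solvent-only control or lower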;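 also: luciferase reports endogenous eIF4E expression since it is co-expressed from the native EIF4E locus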
* marks the source's active call; other numbers are inactive results; & = joins results of further samples; ! = a repeat was not active. Only part of the results is shown. The share of hits here may be higher or lower than overall.

For O=C(O)C1C(C(=O)O)C(C(=O)O)C1C(=O)O (stereo not given) the results were EIF4E inhibitors -0.115.
`Nc1nccc(Nc2ccc(S(N)(=O)=O)cc2)n1` gave EIF4E inhibitors -0.103.
Screening CCOC(=O)C1C(O)CC2c3ccccc3-c3ccccc3C21 (stereo not given) returned EIF4E inhibitors 0.0662.
For Cc1cc(-c2cc(C)c(O)c(C(C)(C)C)c2)cc(C(C)(C)C)c1O the results were EIF4E inhibitors 0.282.
For Clc1ccccc1-c1nc(-c2ccncc2)no1 the results were EIF4E inhibitors 1.95.
For S=C1NCN2CCN(CC2)CNC(=S)C(=S)NCN2CCN(CC2)CNC1=S the results were EIF4E inhibitors -0.0291.
Screening Nc1nc2c(C(=O)NCc3cccs3)nnn2c2cccc(Cl)c12 returned EIF4E inhibitors 0.0125.
Nc1nc(N)c(-c2cccc(C(F)(F)F)c2)c(Cc2cccc(C(F)(F)F)c2)n1 was read as EIF4E inhibitors 0.0679.
Nc1nc(-c2ccc3ccccc3c2)cc(-c2cc(-c3ccc4ccccc4c3)nc(N)n2)n1 was read as EIF4E inhibitors 0.179.
For c1ccc(CCNc2ccccn2)nc1 the results were EIF4E inhibitors 0.256.
For c1ccc2c(c1)-c1ccccc1C2N1CC2CCC(CC2)C1 the results were EIF4E inhibitors 0.525.
For CC1CCC2(O)C3(C)CC4(O)OC2(C1O)C1(O)C3(O)C(OC(=O)c2ccc[nH]2)C(O)(C(C)C)C41C (stereo not given) the results were EIF4E inhibitors -0.662*!.
Screening O=C(O)c1ccc(C(=O)c2ccccc2)c(C(=O)O)c1 returned EIF4E inhibitors 0.363.
For O=c1[nH]c2[nH]c(=S)[nH]c(=S)c2[nH]1 the results were EIF4E inhibitors 0.0374.
`CC(C)(C)c1ccc(CN2CCN(C(c3ccccc3)c3ccc(Cl)cc3)CC2)cc1` (stereo not given) gave EIF4E inhibitors -0.0054.
`O=C(CON1C(=O)c2ccccc2C1=O)c1ccccc1` gave EIF4E inhibitors 0.234.
Screening O=S1(=O)NC2CCC3NS(=O)(=O)NC4CCC(N1)N4S(=O)(=O)N23 (stereo not given) returned EIF4E inhibitors 0.0039.
Screening O=C1CNCCCN2CCN(CCCNCC(=O)Nc3ccc(cc3)S(=O)(=O)c3ccc(cc3)NC(=O)CNCCCN3CCN(CCCNCC(=O)Nc4ccc(cc4)S(=O)(=O)c4ccc(cc4)N1)CC3)CC2 returned EIF4E inhibitors 0.17.
Screening Cc1ncc(CO)c(CN)c1O returned EIF4E inhibitors -0.0955.
Cc1cn(C2CC(N=[N+]=[N-])C(CO)O2)c(=O)[nH]c1=O (stereo not given) was read as EIF4E inhibitors 0.308.
`O=C(O)CSCCc1ccccc1` gave EIF4E inhibitors 0.0622.
`CC(=O)Nc1nc(NC(C)=O)c2[nH]c(CO)nc2n1` gave EIF4E inhibitors 0.152.
For N=[N+]=NC1C(O)C(CO)OC1n1cnc2c(N)ncnc21 (stereo not given) the results were EIF4E inhibitors 0.317.
For O=C(O)/C=C/c1ccc[c]([Sb](=[O])([OH])[OH])c1 the results were EIF4E inhibitors -0.127.
For Cn1c(=O)c2[nH]c(C3CC(=O)CC(c4nc5c([nH]4)c(=O)n(C)c(=O)n5C)N3)nc2n(C)c1=O (stereo not given) the results were EIF4E inhibitors 0.165.
`N#CC[N+]1(Cc2ccccn2)CCCC1` gave EIF4E inhibitors -0.0477.
`OCCSCc1ccccc1` gave EIF4E inhibitors 0.121.
C[C@]12CC[C@H](OC3OC(CO)C(O)C(O)C3O)C[C@H]1CC[C@@H]1[C@@H]2CC[C@]2(C)[C@@H](C3=CCOC3=O)CC[C@]12O (stereo not given in full) was read as EIF4E inhibitors 0.189.
Screening CC(C)=CCC1=C(OCC(=O)O)C(=O)c2ccccc2C1=O returned EIF4E inhibitors -0.103.
CC1C2C=CC1C(c1c3ccc(=O)c(O)c-3oc3c(O)c(O)ccc13)C2C(=O)O (stereo not given) was read as EIF4E inhibitors 0.0003.
c1ccc2c(CC3NCCN3)cccc2c1 was read as EIF4E inhibitors -0.165.
For O=C(O)CCCSc1ccccc1 the results were EIF4E inhibitors 0.152.
c1nnc(NCNc2nncs2)s1 was read as EIF4E inhibitors 0.0483.
`Cc1[nH]c2ccccc2c1-c1cc(-c2cc(-c3c(C)[nH]c4ccccc34)on2)no1` gave EIF4E inhibitors -0.279.
For C[N+]1(C(CO)Cc2c[nH]c3ccccc23)Cc2ccccc2C1 (stereo not given) the results were EIF4E inhibitors 0.186.
Cc1ccc(S(=O)(=O)NC(CN)C(=O)O)cc1 (stereo not given) was read as EIF4E inhibitors -0.215.
Screening CC(C)c1ccc(C(c2c(O)c3ccccc3oc2=O)c2c(O)c3ccccc3oc2=O)cc1 returned EIF4E inhibitors 0.221.
`CC(C)c1ccc(C(O)(C(=O)O)c2ccc(C(C)C)cc2)cc1` gave EIF4E inhibitors 0.0791.
COc1ccc2c(c1)CCc1c(-c3noc4c3CCc3cc(OC)ccc3-4)noc1-2 was read as EIF4E inhibitors -0.0043.
CC(Br)C(=O)Nc1ccc(C(=O)O)c(O)c1 (stereo not given) was read as EIF4E inhibitors -0.412.
Screening O=C(O)C1C(C(=O)Nc2ccc3c(c2)Cc2ccccc2-3)C2(Cl)C(Cl)=C(Cl)C1(Cl)C2(Cl)Cl (stereo not given) returned EIF4E inhibitors 0.0297.
Screening CC(N)(/C=C/c1ccccc1)C(=O)O (stereo not given) returned EIF4E inhibitors 0.151.
Cc1cc(O)c(C(C)C)cc1CN1CCCCC1 was read as EIF4E inhibitors 0.157.
COc1cc2c3cc1Oc1cc(ccc1O)C[C@@H]1c4c(cc(OC)c(O)c4Oc4ccc(cc4)C[C@@H]3[N+](C)(C)CC2)CC[N+]1(C)C was read as EIF4E inhibitors -0.0878.
O=C(O)CCc1nc(-c2ccccc2)c(-c2ccccc2)o1 was read as EIF4E inhibitors 0.299.
Screening O=C(O)CCC(=O)c1ccc(Cl)cc1 returned EIF4E inhibitors -0.155.
CN(C)Cc1cc(C(F)(F)F)ccc1C(O)(c1ccccc1)c1ccccc1 was read as EIF4E inhibitors -0.182.
`CC(C)CNc1nc2ncnc(N)c2[nH]1` gave EIF4E inhibitors 0.0385.
Screening CSc1ccc(NC(=O)C2CCCCC2C(=O)O)cc1 (stereo not given) returned EIF4E inhibitors -0.0057.
Screening NCC(=O)Nc1ccc(Cl)cc1C(=O)c1ccc[nH]1 returned EIF4E inhibitors -0.282.
`Cc1cc2ncn(CC(=O)O)c2cc1C` gave EIF4E inhibitors -0.233.
For CCNCCC1(CC)C(=O)NC(=O)NC1=O the results were EIF4E inhibitors -0.0578.
`O=C(O)c1ccc(SSc2ccc(C(=O)O)cn2)nc1` gave EIF4E inhibitors -0.0272.
CC1(C)N=C(N)N=C(N)N1CCCCc1ccccc1 was read as EIF4E inhibitors -0.125.
`Cc1nc(-c2ccccc2)c(Cc2ccccc2O)c(=O)[nH]1` gave EIF4E inhibitors -0.0903.
Screening Oc1ccc(Cl)cc1Cc1cc(Cl)cc(Cc2cc(Cl)ccc2O)c1O returned EIF4E inhibitors 0.0265.
`Nc1ncnc2c1ncn2C1OC(CO)C(O)C1N` (stereo not given) gave EIF4E inhibitors -0.0784.
Screening CNC(=O)C(C)C1C(=O)/C(=C(O)/C=C\C(C)=C\C(C)C2OC3(C)OC(C=CC34CO4)C2C)C(=O)N1C1CCC(O)C(C)O1 (stereo not given) returned EIF4E inhibitors 0.138.
`CN(N=O)c1ccc(/C=C/c2ccnc3ccccc23)cc1` gave EIF4E inhibitors 0.191.
`Nc1nc2c(c(=O)[nH]1)CN(c1ccc(S(N)(=O)=O)cc1)CN2` gave EIF4E inhibitors -0.213.
O=C(O)C1C2CCC(O2)C1C(=O)Nc1cccc2cccnc12 (stereo not given) was read as EIF4E inhibitors -0.311.
`Nc1nc(Cc2ccccc2)nc(Cc2ccccc2)c1-c1ccccc1` gave EIF4E inhibitors 0.148.
`CS(=O)(=O)Nc1ccc(Nc2c3ccccc3nc3ccccc23)cc1` gave EIF4E inhibitors 0.308.
For Clc1ccc(CSc2ncnc3c2ncn3C2CCCCO2)cc1 (stereo not given) the results were EIF4E inhibitors 0.508.
For O=C(N/N=C\c1cccc(O)c1)c1ccncc1 the results were EIF4E inhibitors -0.165.
COc1cccc(CSCC(=O)O)c1 was read as EIF4E inhibitors 0.129.
Screening O=C1C2=C(Nc3cc([N+](=O)[O-])ccc3N2)OC1c1c[nH]c2ccc(COc3ccccc3)cc12 (stereo not given) returned EIF4E inhibitors 0.252.
COCC1OC2OC3C(COC)OC(OC4C(COC)OC(OC5C(COC)OC(OC6C(COC)OC(OC7C(COC)OC(OC8C(COC)OC(OC1C(O)C2O)C(O)C8O)C(O)C7O)C(O)C6O)C(O)C5O)C(O)C4O)C(O)C3O (stereo not given) (tested in a mixture with another compound) was read as EIF4E inhibitors -0.254.
For Cn1c(=S)c2[nH]c(SCCCc3ccccc3)nc2n(C)c1=O the results were EIF4E inhibitors 0.0675.
For CN(C)CCCNc1ncnc2nc[nH]c12 the results were EIF4E inhibitors 0.169.

5 compounds drawn at random from the list so far, as already listed:
For O=C(N/N=C\c1cccc(O)c1)c1ccncc1 the results were EIF4E inhibitors -0.165.
O=C(O)C1C2CCC(O2)C1C(=O)Nc1cccc2cccnc12 (stereo not given) was read as EIF4E inhibitors -0.311.
For Cn1c(=S)c2[nH]c(SCCCc3ccccc3)nc2n(C)c1=O the results were EIF4E inhibitors 0.0675.
For Clc1ccc(CSc2ncnc3c2ncn3C2CCCCO2)cc1 (stereo not given) the results were EIF4E inhibitors 0.508.
`CS(=O)(=O)Nc1ccc(Nc2c3ccccc3nc3ccccc23)cc1` gave EIF4E inhibitors 0.308.

Following part
For CCON=C1C(C)(C)C(C)(C)C(C)(C)C1(C)C the results were EIF4E inhibitors 0.0242.
`CC1OC(CC(=O)O)Cc2c1c(O)c1c(O)cc(-c3cc(=O)c4c(=O)c5c(c(=O)c=4c3=O)CC(CC(=O)O)OC5C)c(O)c1c2O` (stereo not given) gave EIF4E inhibitors 0.163.
For CN(C)CCCc1c2ccccc2nc2ccc(Cl)cc12 the results were EIF4E inhibitors 0.232.
CC[C@@]1(O)C(=O)OCc2c1cc1n(c2=O)Cc2cc3c(NC(=O)CN)cccc3nc2-1 was read as EIF4E inhibitors -0.544.
`CC1(C)CC(Nc2ccc(Nc3ccccc3)cc2)CC(C)(C)N1` gave EIF4E inhibitors 0.207.
For c1ccc2cc(-c3cc(-c4cc(-c5ccc6ccccc6c5)on4)no3)ccc2c1 the results were EIF4E inhibitors 0.0163.
`Cc1ccccc1C(=N)c1ccccc1Cc1cccc2ccccc12` gave EIF4E inhibitors 0.0556.
Screening NS(=O)(=O)c1ccc(N=Nc2c(O)c(C(=O)O)cc3ccccc23)cc1 returned EIF4E inhibitors 0.0346.
O=C(O)c1ccccc1-c1ccccc1C(=O)c1ccccc1 was read as EIF4E inhibitors 0.0796.
For CN(C)S(=O)(=O)c1nc(Cl)c2[nH]cnc2n1 the results were EIF4E inhibitors 0.0343.

Continued, starting with the last two of the part before.
O=C(O)c1ccccc1-c1ccccc1C(=O)c1ccccc1 was read as EIF4E inhibitors 0.0796.
For CN(C)S(=O)(=O)c1nc(Cl)c2[nH]cnc2n1 the results were EIF4E inhibitors 0.0343.
`CC(C)(C)c1cc2c(O)c(c1)Cc1cc(C(C)(C)C)cc(c1O)Cc1cc(C(C)(C)C)cc(c1O)Cc1cc(C(C)(C)C)cc(c1O)Cc1cc(C(C)(C)C)cc(c1O)Cc1cc(C(C)(C)C)cc(c1O)Cc1cc(C(C)(C)C)cc(c1O)Cc1cc(C(C)(C)C)cc(c1O)C2` gave EIF4E inhibitors 0.351.
For O=C(O)c1ccc(C(=O)Nc2cccc3ccccc23)c(C(=O)O)c1 the results were EIF4E inhibitors 0.557.
CC(C)(C)CC(C)(C)c1cc(O)c(O)c(CN2CCCCC2)c1 was read as EIF4E inhibitors -0.183.
CC(C)C(N)(C(=O)O)c1ccccc1 (stereo not given) was read as EIF4E inhibitors 0.165.
Oc1c(Cl)c(Cl)c(Cl)c(Cl)c1Cl was read as EIF4E inhibitors 0.387.
Screening COc1cc2c3cc1Oc1c(OC)c(OC)cc4c1C(Cc1ccc(O)c(c1)Oc1ccc(cc1)CC3N(C)CC2)CN(C)C4 (stereo not given) returned EIF4E inhibitors -0.204&0.126.
O=S1(=O)C(c2ccccc2)C(N2CCCCC2)C1C1CC2c3ccccc3C1c1ccccc12 (stereo not given) was read as EIF4E inhibitors 0.456.
Screening CC12CCC(O)CC1CCC1C2CCC2(C)C(C(=O)CC(O)C(F)(F)F)CCC12 (stereo not given) returned EIF4E inhibitors 0.251.
Cc1cc(Cl)nc(NC(=O)CSc2ccc(Cl)cc2)n1 was read as EIF4E inhibitors 0.135.
For O=[As](O)(O)c1ccc(N=Nc2ccc(O)cc2)cc1 the results were EIF4E inhibitors 0.228.

Sorted by heavy-atom count (low to high): three of the compounds above.
Oc1c(Cl)c(Cl)c(Cl)c(Cl)c1Cl was read as EIF4E inhibitors 0.387.
O=S1(=O)C(c2ccccc2)C(N2CCCCC2)C1C1CC2c3ccccc3C1c1ccccc12 (stereo not given) was read as EIF4E inhibitors 0.456.
Screening COc1cc2c3cc1Oc1c(OC)c(OC)cc4c1C(Cc1ccc(O)c(c1)Oc1ccc(cc1)CC3N(C)CC2)CN(C)C4 (stereo not given) returned EIF4E inhibitors -0.204&0.126.

Next part.
For CC[C@@]12CCCN3CC[C@]4(c5cccc(OC)c5N(C(C)=O)[C@@H]4CC1)[C@H]32 the results were EIF4E inhibitors 0.118.
Screening O=C1C=C(Nc2nc(C(=O)O)cc(=O)[nH]2)c2ccccc2C1=O returned EIF4E inhibitors -0.212.
N=C(N)c1ccc(/C=C/c2ccc(C(=N)N)cc2)cc1 was read as EIF4E inhibitors -0.247.
Screening O=C(O)c1c(Br)c(Br)c(Br)c(Br)c1C1c2ccc(O)cc2Oc2cc(O)ccc21 returned EIF4E inhibitors 0.124.
COc1cc2ccc(C(C)NCC#N)cc2cc1OC (stereo not given) was read as EIF4E inhibitors -0.214.
For C[C@]12CC[C@H]3[C@@H](CCC4=CC(=O)CC[C@@]43C)[C@]1(O)CC[C@]2(O)C(=O)CO the results were EIF4E inhibitors 0.194.

From PubChem
